# Source: PubChem
# D1 PAM – potentiators of human D1 dopamine receptor | P21728 | HEK293 TREx D1 cells, calcium flux, dopamine EC20 potentiation | 0.036% of 360,000 active | AID 504651 | potentiation, % at 10 µM; in the data active means potentiation above about 30%; further: 0% is about no effect
# D1 antag – human D1 dopamine receptor antagonism; 3.2% of 360,000 active; P21728; HEK293 TREx D1 cells, calcium flux, dopamine EC80; hits give low values; activity change, negative = inhibition, % at 10 µM; AID 504652; in the data active means activity change below about -30%; further: on the % scale 0 is the no-effect control and ±100 the full control effect
#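 Allosteric or orthosteric antagonism assessed as attenuation of the calcium response to EC80 dopamine, added 180 s after compound, in induced HEK293 Trex D1 cells loaded with no-wash calcium dye.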
# D1 ag – activates the human D1 dopamine receptor; HEK293 T-REx D1 cells, calcium flux, agonist mode; activation, % at 2 µM; 1% of 360,000 active; AID 504660; in the data active means activation above about 30%; further: 0% is about no effect
#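 Agonism was scored from calcium flux recorded over 180 s (1 read/s) after pintool compound addition, following a 10-cycle baseline. Cells were inducible force-coupled HEK293 TREx D1, plated overnight at 30 C and loaded with no-wash calcium dye.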
# TRHR enhancer – allosteric enhancers of human TRH receptor. P34981. TRHR cells, fluo-8 calcium fluorescence, EC20 TRH enhancement. enhancement, % at 2 µM. 0.66% of 360,000 active. AID 493056; in the data active means enhancement above about 30%; further: 0% is about no effect
# Target sequence (P34981 whole entry, looked up): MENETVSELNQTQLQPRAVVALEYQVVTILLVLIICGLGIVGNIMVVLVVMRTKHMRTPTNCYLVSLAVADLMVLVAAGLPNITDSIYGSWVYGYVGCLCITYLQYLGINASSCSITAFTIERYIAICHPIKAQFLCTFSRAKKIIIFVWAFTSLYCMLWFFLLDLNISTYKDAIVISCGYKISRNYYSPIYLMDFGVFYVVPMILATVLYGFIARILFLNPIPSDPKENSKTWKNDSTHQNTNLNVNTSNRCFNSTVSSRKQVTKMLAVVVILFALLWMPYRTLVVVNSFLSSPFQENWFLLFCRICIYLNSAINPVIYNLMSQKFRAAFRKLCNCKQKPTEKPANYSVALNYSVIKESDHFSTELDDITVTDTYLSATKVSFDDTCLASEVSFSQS
#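 Enhancer read-out: after compound pinning and an initial kinetic agonist-mode read, an EC20 of TRH (10 nM final) was injected and fluo-8 calcium signal (Ex 480/Em 530) followed at 1 s/cycle for 100 cycles in TRHR-expressing cells.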
# D2 potentiator – positive allosteric modulators of human D2 dopamine receptor; P14416; HEK293 T-REx D2, calcium flux, EC20 dopamine potentiation; potentiation, % at 10 µM; 0.34% of 340,000 active;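 active means potentiation over 3 SD above the plate norm, cut at about 30% in these data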; further: 0% is about no effect
# Target sequence (P14416 whole entry, looked up): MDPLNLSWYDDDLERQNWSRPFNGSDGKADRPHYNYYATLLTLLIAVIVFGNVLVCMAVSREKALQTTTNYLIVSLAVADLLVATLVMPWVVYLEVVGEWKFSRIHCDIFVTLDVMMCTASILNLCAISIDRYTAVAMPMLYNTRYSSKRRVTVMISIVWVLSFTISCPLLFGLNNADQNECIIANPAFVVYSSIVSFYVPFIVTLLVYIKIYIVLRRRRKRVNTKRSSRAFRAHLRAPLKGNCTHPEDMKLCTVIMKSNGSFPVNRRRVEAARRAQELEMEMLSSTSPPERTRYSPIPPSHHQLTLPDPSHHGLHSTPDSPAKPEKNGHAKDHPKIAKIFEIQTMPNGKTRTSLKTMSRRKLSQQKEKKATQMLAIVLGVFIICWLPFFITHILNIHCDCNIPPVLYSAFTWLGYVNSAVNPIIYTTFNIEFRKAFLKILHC
#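 Using a no-wash calcium dye in inducible, force-coupled HEK293 Trex cells expressing D2, we tracked fluorescence each second for 180 s after compound, then for 180 s after EC20 dopamine to detect augmented signalling.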
# RXFP1 ag – RXFP1 (human) receptor agonism; Potency, µM (top dose mostly 57.5 µM), for inactives: at the highest dose activation, most hits filed as activators; HEK293T-RXFP1 cAMP TR-FRET, 30 min; response scale: percent of porcine relaxin response, buffer zero; 0.3% of 370,000 active; active means well fitted activation curve with a large enough effect; inconclusive means small, poorly fitted or top-dose-only effect; further: potency means the concentration at half of the fitted maximal effect; on the % scale 0 is the no-effect control and ±100 the full control effect; nearly all actives have a fitted effect of over 60% in size; many of its hits are not listed in these tables
#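 cAMP rise read by TR-FRET after 30 min, 37C compound exposure (up to 58 uM) in RXFP1-transfected HEK293 cells with Ro 20174 present. EC50 from Hill-equation fits, with 29 nM porcine relaxin as 100% and buffer as basal.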
# D2 antag – antagonizes the human D2 dopamine receptor; inhibition, % at 10 µM; 2% of 340,000 active; P14416; HEK293 TREx D2 cells, calcium flux, dopamine EC80; in the data active means inhibition above about 30%; further: 0% is about no effect
#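 Calcium mobilization kinetics were recorded at 1 s intervals in tetracycline-induced HEK293 T-REx D2 cells, first for 180 s after compound addition and then 180 s after EC80 dopamine.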
# RXFP1 antag – RXFP1 (human) relaxin receptor antagonism. Q9HBX9. HEK293-RXFP1, relaxin-stimulated cAMP HTRF, 30 min; hits give low values. activity change, negative = inhibition, % at 57.5 µM. 0.59% of 350,000 active;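 active means activity change of -60% or lower, but not beyond a set lower limit; inconclusive means change between -60% and -40%, or beyond the set limit; inactive means change above -40%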; further: on the % scale 0 is the no-effect control and ±100 the full control effect
# D2 ag – activates the human D2 dopamine receptor; P14416; HEK293 T-REx D2 cells, calcium flux agonist mode; activation, % at 2 µM; 0.53% of 340,000 active; AID 485358;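 active means activation over 3 SD above normal in the single-dose calcium agonist read, cut at about 30% in these data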; further: 0% is about no effect
#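 Agonism is scored from calcium flux in a force-coupled, inducible HEK293 cell line expressing D2, read kinetically for 180 s after compound addition against dopamine controls.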
# * marks the source's active call; other numbers are inactive results; ? = inconclusive; / = not tested or not shown. Not all compounds are listed (hit frequency here may not be typical).
SMILES,D1 PAM,D1 antag,D1 ag,TRHR enhancer,D2 potentiator,RXFP1 ag,D2 antag,RXFP1 antag,D2 ag
Cc1nn(-c2ccccc2)c(Cl)c1/C=N/NC(=O)CNc1n[nH]c(=O)[nH]c1=O,-8,-10,2,-2,-3,0.3%,5,/,0.5
Cc1ccc(C)c(OCc2cc(C(=O)N3CC[C@@H]4CCCC[C@H]4C3)no2)c1,-4,-8,16,-4,-7,3.1%,-1,-19,-0.4
COc1ccc(Cl)cc1N(CC(=O)NC(C)(C)C)S(=O)(=O)c1ccc(C)c([N+](=O)[O-])c1,-6,-10,1,21,-2,4.1%,-5,6,-0.8
CCOCCCNCC(=O)NC1(C)C2CCC(C2)C1(C)C (configuration not stated),0,20,4,-14,-12,2.0%,8,4,-0.6
CC(C)N(Cc1cc2ccccc2[nH]c1=O)C(=O)C(C)(C)C,-8,5,-1,-2,-4,1.0%,-14,-11,0.7
CCN1CCN(C(=O)c2ccc(CNS(=O)(=O)c3cccc(OC)c3)cc2)CC1,0,-9,2,-11,-3,2.5%,9,-14,0.9
CN(C(=O)c1cccc(NC(=O)c2ccco2)c1)c1ccccc1,-8,8,2,1,13,1.1%,5,1,0.8
CCC(=O)N1C(=O)C2(Nc3ccccc3N2)c2ccccc21,-2,1,3,1,5,-0.7%,-5,/,0.3
CCOC(=O)CC(NC(=O)c1cc2cc(Cl)ccc2oc1=O)c1ccc(C)cc1 (configuration not stated),-3,-1,2,1,7,1.9%,/,/,0.4
N#Cc1ccc(COC(=O)c2ccc3c(=O)[nH]c(CN4CCOCC4)nc3c2)cc1,-2,-19,2,0,6,1.7%,19,-12,1.3
Nc1nonc1-n1nnc(C(=O)c2ccccc2)c1-c1ccccc1,-5,-3,1,-10,-11,-0.3%,10,-4,1.0
CC1CCN(C(=O)CC(NC(N)=O)c2ccccc2Cl)CC1 (configuration not stated),5,-14,0,0,-7,3.0%,8,-10,0.3
COCC(=O)Nc1nc2ccc(C)cc2s1,-4,-11,0,9,10,0.2%,-7,-6,-0.4
CCn1nc(C)c(CN2CCN(Cc3ccc(OC)c(C)c3C)C(CCO)C2)c1C (configuration not stated),-1,-7,2,-1,0,-0.7%,-8,0,-1.3
CCn1nnnc1SCC(=O)c1cccc(OC)c1,0,-9,2,-6,2,0.1%,-14,-20,-1.7
COc1cc(NC(=O)Cn2cc(S(=O)(=O)N3CCC(C)CC3)c3ccccc3c2=O)cc(OC)c1OC,4,0,3,-1,17,5.5%,/,/,0.1
CC1CC(=O)N(CC(=O)Nc2ccc(OC(F)(F)F)cc2)c2ccccc2S1 (configuration not stated),-6,-9,1,8,2,-2.7%,/,/,-0.2
CCCCc1nn2c(=O)cc(CN(CC)c3ccccc3)nc2s1,-2,-11,2,-4,6,2.7%,/,/,-0.1
C=CCNC(=O)N1CCC(n2nccc2NC(=O)CCc2ccccc2)CC1,-4,3,3,-8,-1,0.1%,-4,4,-0.2
O=C(/C=C/c1cccc(F)c1)NC1CCN(Cc2ccccc2)CC1,/,-45*,10,-5,-25,0.7%,56*,1,-1.4

# Two of the compounds above, with tabs.
SMILES	D1 PAM	D1 antag	D1 ag	TRHR enhancer	D2 potentiator	RXFP1 ag	D2 antag	RXFP1 antag	D2 ag
CCC(=O)N1C(=O)C2(Nc3ccccc3N2)c2ccccc21	-2	1	3	1	5	-0.7%	-5	/	0.3
C=CCNC(=O)N1CCC(n2nccc2NC(=O)CCc2ccccc2)CC1	-4	3	3	-8	-1	0.1%	-4	4	-0.2

# Among those listed so far, 4 contain a Cl atom:
SMILES,D1 PAM,D1 antag,D1 ag,TRHR enhancer,D2 potentiator,RXFP1 ag,D2 antag,RXFP1 antag,D2 ag
Cc1nn(-c2ccccc2)c(Cl)c1/C=N/NC(=O)CNc1n[nH]c(=O)[nH]c1=O,-8,-10,2,-2,-3,0.3%,5,/,0.5
COc1ccc(Cl)cc1N(CC(=O)NC(C)(C)C)S(=O)(=O)c1ccc(C)c([N+](=O)[O-])c1,-6,-10,1,21,-2,4.1%,-5,6,-0.8
CCOC(=O)CC(NC(=O)c1cc2cc(Cl)ccc2oc1=O)c1ccc(C)cc1 (configuration not stated),-3,-1,2,1,7,1.9%,/,/,0.4
CC1CCN(C(=O)CC(NC(N)=O)c2ccccc2Cl)CC1 (configuration not stated),5,-14,0,0,-7,3.0%,8,-10,0.3

# Full records as entered above. Screens in order: D1 PAM	D1 antag	D1 ag	TRHR enhancer	D2 potentiator	RXFP1 ag	D2 antag	RXFP1 antag	D2 ag
# `CCn1nnnc1SCC(=O)c1cccc(OC)c1` as listed: 0	-9	2	-6	2	0.1%	-14	-20	-1.7
# `CN(C(=O)c1cccc(NC(=O)c2ccco2)c1)c1ccccc1` as listed: -8	8	2	1	13	1.1%	5	1	0.8

# (more compounds)
SMILES,D1 PAM,D1 antag,D1 ag,TRHR enhancer,D2 potentiator,RXFP1 ag,D2 antag,RXFP1 antag,D2 ag
COc1ccc2nc3sc(C(=O)Nc4cc(Cl)c(OC)cc4OC)cc3cc2c1,2,-4,3,3,-8,3.2%,/,/,-0.8
CCCC(=O)OCC(=O)Nc1ccccc1Sc1ccccc1,-2,-3,7,8,9,0.7%,9,-4,-1.7
CC(=O)c1cnn(-c2ccc(Cl)c(Cl)c2Cl)c1C,-5,-13,1,-5,0,-2.2%,4,?,-2.2
COc1nc(N)c(S(=O)(=O)c2ccccc2)cc1C#N,2,3,0,-1,1,1.3%,-5,-5,-1.7
CCCCS(=O)(=O)NC1=NCN(CCO)CN1,0,-2,3,-1,-5,-0.7%,5,-11,-0.1
C=CC(O)Cc1c(C)n[nH]c1C (configuration not stated),-1,6,-1,-9,-13,-0.2%,0,22,-0.2
Cc1cccc(/N=C/c2c(O)cc(C)oc2=O)n1,6,1,13,-3,-4,-0.7%,15,7,4.8
Cc1ccc(/C=N/NC(=O)Nc2ccccc2)o1,-6,-1,2,6,6,1.4%,-11,-1,-0.6
COCCCNCCC(CCC(C)C)c1ccc2c(c1)OCO2 (configuration not stated),-2,5,20,-4,-24,0.3%,26,-18,1.4
CCOC(=O)c1ccc(CNC(=O)CSc2nnnn2-c2ccc(Cl)cc2)o1,-5,-7,4,3,4,0.9%,-19,-4,-0.7
Cc1cc(OCC(=O)NNC(=S)NC(=O)c2cccs2)ccc1Cl,-1,-13,23,5,0,1.2%,5,-2,0.8
O=C(NNC(=O)C1CC1)c1cc(Cl)nc2ccccc12,-4,-26,2,2,-2,-1.5%,0,-1,0.9
O=C(CN1C(=O)NC2(CCCCC2)C1=O)NNC(=O)C1CC1,0,2,2,2,8,0.2%,2,7,0.2
CC(Sc1nnc(C(C)Oc2ccccc2F)o1)C(=O)NCc1ccc2c(c1)OCO2 (configuration not stated),-1,-2,4,-1,6,3.0%,-11,8,0.6
FC(F)Oc1ccc(NC(=S)N2CCN(Cc3ccccc3)CC2)cc1,-4,6,8,2,-7,4.5%,-22,10,1.7
CC(=O)C(Sc1nc(N(C)C)nc(N(C)C)n1)C(=O)Nc1ccccc1 (configuration not stated),-1,/,3,0,-4,3.4%,-20,-13,-1.5
CCc1ccc(OCC(=O)NCC(c2ccc(OC)cc2)N2CCOCC2)cc1 (configuration not stated),0,6,-2,-1,10,-3.4%,/,-13,-0.6
COc1cc(C(=O)NC(=S)Nc2ccc3oc(=O)ccc3c2)cc(OC)c1OC,2,-7,1,2,-3,19%,9,-19,-0.2
CC1=[N+](CC(=O)c2ccccc2)CCn2cccc21,-4,9,2,4,16,1.7%,3,-5,0.2
CNC(=S)Nc1cccc(C(=O)OC)c1,-2,-4,3,-7,-3,5.5%,9,-5,-0.5
CCOc1ccccc1NC(=O)CCc1ccc(C)o1,-5,-2,1,3,21,1.2%,-21,-4,-0.2
CC(C)(C)c1ccc2c(c1)N(CC(=O)N1CCOCC1)C(=O)CO2,-6,2,2,-1,16,-0.4%,0,-5,0.0
C=CCn1c(CCNC(=O)c2cccs2)nnc1SCC(=O)c1ccc(Cl)cc1,-7,-1,-1,-5,-1,2.6%,2,4,0.4
COc1cc(/C=C/c2cccc[n+]2C)ccc1OCC(=O)Nc1cccc(Cl)c1,-4,7,4,1,-5,-1.1%,15,-3,0.0
O=C(COC(=O)Cc1ccccc1F)Nc1ccccc1[N+](=O)[O-],-2,-21,-1,9,12,-2.3%,2,-2,0.0
COc1ccc(CCN2C(=O)c3[nH]nc(-c4ccccc4O)c3C2c2ccc(OC)c(OC)c2)cc1 (configuration not stated),2,-2,2,31*,-3,2.9%,/,-11,1.1
Cc1[nH]c(=O)[nH]c(=O)c1S(=O)(=O)Nc1cccc([N+](=O)[O-])c1C,0,-4,0,-4,17,-1.4%,1,-13,0.7
C/C(=N\N1CCN(c2ccccc2)CC1)c1cccs1,-2,-7,19,-2,-5,-3.2%,3,-14,-0.2
CCOC(=O)c1[nH]c2ccccc2c1NC(=O)NC1CCCCC1,26,-5,-2,-3,-1,-0.1%,-19,1,-0.1
CC1C(=O)N2CCCc3cc(NC(=O)C(=O)NCc4ccccn4)cc1c32 (configuration not stated),-1,7,1,-2,-8,0.0%,5,-4,0.3
CCN1c2ccccc2N(C)C1(C)c1ccccc1 (configuration not stated),0,-13,6,3,0,-0.1%,-5,-20,2.5
COc1ccccc1CCNC(=O)c1cccc(S(=O)(=O)N2CCc3ccccc3C2)c1,0,-10,5,7,15,0.2%,18,9,0.2
CCCCOCCCNC(=O)Cc1ccccc1OC,-6,4,1,-5,-2,-2.7%,-2,-14,-0.8
O=C(COC(=O)CNC(=O)c1ccccc1)Nc1ccc(S(=O)(=O)N2CCOCC2)cc1,9,0,1,2,-13,-2.2%,3,-20,0.7
O=C(CNS(=O)(=O)c1ccccc1)NCC(=O)OCc1ccccc1F,0,-3,1,0,13,-1.4%,6,-2,0.7
Cc1cc(C)cc(NC(=O)[C@H]2O[C@@H]3OC(C)(C)O[C@@H]3[C@H]3OC(C)(C)O[C@H]32)c1,-2,13,-2,-3,-4,-1.4%,/,1,0.0
CCc1nc(SCc2ccc(Cl)cc2)n[nH]1,2,/,-1,-2,9,3.5%,3,-10,-1.0
COc1cc(-c2nc3ccccn3c2/N=C/c2cccc(OC)c2O)ccc1O,3,0,1,-4,6,12%,3,-25,-1.8
CCOC(=O)C1=C(CS(=O)(=O)c2ccc(F)c(C)c2)NC(=O)NC1c1ccc(F)c(F)c1 (configuration not stated),-1,11,5,-7,25,1.2%,/,/,13
CS(=O)(=O)Nc1ccc(S(=O)(=O)NCCc2ccccc2)cc1,4,-5,4,0,19,-0.3%,9,-12,2.3
O=C(NCCCn1ccnc1)c1noc2c1CCCC2,-5,13,2,0,10,0.1%,-27,-3,0.3
COC(=O)C1(C)CN(S(=O)(=O)c2ccc(C)cc2)c2cc(OC)ccc2C1=O (configuration not stated),3,2,8,1,-7,-1.0%,2,3,-0.2
CC(=O)NC(CC(=O)OCC(=O)c1ccc(NC(=O)CC(C)C)cc1)c1ccccc1 (configuration not stated),0,-11,2,-7,0,1.3%,-11,0,0.3
CCc1nnc(N/N=C/c2ccc(-c3ccc([N+](=O)[O-])cc3)o2)n1N,7,-6,3,-6,15,0.2%,9,12,0.7
